# Source: PubChem
# Anthrax LF prot = blocks Bacillus anthracis lethal factor protease | 360,000 compounds, 0.12% hits | multiplex microsphere protease cleavage assay, LF | inhibition, % at 10 µM | P15917; further: plate controls were buffer without enzyme for full effect and enzyme alone for no effect
# Target sequence (P15917 whole entry, looked up): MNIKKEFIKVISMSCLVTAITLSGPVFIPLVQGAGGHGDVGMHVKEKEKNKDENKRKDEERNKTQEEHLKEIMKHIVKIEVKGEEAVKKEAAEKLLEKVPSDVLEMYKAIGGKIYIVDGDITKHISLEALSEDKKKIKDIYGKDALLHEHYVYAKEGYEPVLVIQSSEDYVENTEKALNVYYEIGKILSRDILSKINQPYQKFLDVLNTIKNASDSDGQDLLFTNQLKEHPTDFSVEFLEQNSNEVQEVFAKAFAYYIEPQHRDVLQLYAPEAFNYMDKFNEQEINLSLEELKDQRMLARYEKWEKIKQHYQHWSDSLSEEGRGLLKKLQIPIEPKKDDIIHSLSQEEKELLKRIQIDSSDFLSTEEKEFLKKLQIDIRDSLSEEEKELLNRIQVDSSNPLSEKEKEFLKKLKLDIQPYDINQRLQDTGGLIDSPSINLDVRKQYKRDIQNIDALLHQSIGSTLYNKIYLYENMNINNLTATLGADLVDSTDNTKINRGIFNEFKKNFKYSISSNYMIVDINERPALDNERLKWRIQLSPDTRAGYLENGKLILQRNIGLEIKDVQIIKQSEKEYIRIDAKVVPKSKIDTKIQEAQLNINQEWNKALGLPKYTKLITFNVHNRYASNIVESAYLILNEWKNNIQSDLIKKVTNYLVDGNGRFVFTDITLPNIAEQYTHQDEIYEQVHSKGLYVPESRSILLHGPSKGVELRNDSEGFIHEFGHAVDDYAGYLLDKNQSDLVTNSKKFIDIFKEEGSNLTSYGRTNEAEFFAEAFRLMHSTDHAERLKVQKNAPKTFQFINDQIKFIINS
# BoNT-F LC inh = blocks Botulinum neurotoxin F light chain protease; 360,000 compounds, 0.22% hits; inhibition, % at 10 µM; Multiplex microsphere protease cleavage assay, flow cytometry; in the data active means inhibition above about 35%, passing the limit was not always enough; inconclusive means no clear call, values can overlap the other calls; further: plate controls were buffer without enzyme for full effect and enzyme alone for no effect
# BoNT A protease = blocks Botulinum neurotoxin A light chain protease; multiplex microsphere protease substrate cleavage, flow cytometry; inhibition, % at 10 µM; 360,000 compounds, 0.17% hits; further: plate controls were buffer without enzyme for full effect and enzyme alone for no effect
# Y pestis TopoI = inhibitors of Yersinia pestis topoisomerase I; Y. pestis Topo-I cleavage product accumulation, plate reader; 360,000 compounds, 0.064% hits; activity, % at 10 µM; AID 504884; in the data active means activity above about 50%, passing the limit was not always enough; inconclusive means no clear call, values can overlap the other calls; further: inactives centre near 2
# CCHFV vOTU inh = CCHFV vOTU protease inhibition; inhibition, % at 11.5 µM; 370,000 compounds, 0.55% hits; Pep-AMC fluorescence; AID 651958; in the data active means inhibition above about 30%; further: 0% = vehicle wells with enzyme and 100% = no enzyme wells
# PrPC surface inh = cell surface PrPC inhibition, primary TR-FRET screen | AID 720596 | inhibition, % at 13.8 µM | 370,000 compounds, 0.43% hits | TR-FRET read-out; in the data active means inhibition above about 24%; further: 0% = median of the test wells and 100% = reference compound wells
# TcdB inh = inhibitors of Clostridioides difficile toxin B glycohydrolase. inhibition, % at 9.99 µM. AID 652162. TcdB glycohydrolase enzymatic assay, plate reader. P18177. 350,000 compounds, 0.24% hits; in the data active means inhibition above about 10%
# FadD28 binding = inhibitors of Mycobacterium tuberculosis FadD28 bisubstrate binding | FadD28 bisubstrate probe binding, fluorescence polarization | inhibition, % at 12.5 µM | 360,000 compounds, 0.22% hits | AID 588549; in the data active means inhibition above about 8.5%, passing the limit was not always enough; inconclusive means no clear call, values can overlap the other calls
# PfHsp40 rescue = restores yeast growth despite PfHsp40 toxicity. S. cerevisiae expressing PfHsp40, growth rescue, ATP luminescence. growth rescue, % at 12.5 µM. 340,000 compounds, 0.68% hits; in the data active means growth rescue above about 28%, passing the limit was not always enough; inconclusive means no clear call, values can overlap the other calls;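 further: yeast W303a lacking pdr1 and pdr3 grown in galactose medium; growth measured after three days at 30 °C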
# * = called active by the depositor; ? = inconclusive; · = not tested or not shown; & = joins results of further samples. Unless noted, no stated cut-off is given here; in the data, active means inhibition above about 30%; inconclusive means no clear call, values can overlap the other calls; inactive means below that.
SMILES,Anthrax LF prot,BoNT-F LC inh,BoNT A protease,Y pestis TopoI,CCHFV vOTU inh,PrPC surface inh,TcdB inh,FadD28 binding,PfHsp40 rescue
CCCCc1c(C)nc2c(OC)cccc2c1SCCC(=O)O,0,-2,0.1,4,3,0,·,0.6,-0.7
Cc1ccc(N(CC(=O)Nc2ccccc2C(=O)N2CCOCC2)S(C)(=O)=O)cc1,2,11,0.5,-6,1,-3,·,-1.6,-1.5
CN(C)/C=C1\NC(=S)N(c2ccccc2)C1=O,-7,-5,-2.7,4,11,1,-0.4,-1.4,-2.3
NC(=O)CC(NC(=O)Cc1cccc2ccccc12)c1ccc(NCCN2CCCCC2)c([N+](=O)[O-])c1 (stereo not given),-5,-6,-0.1,4,4,-8,-0.2,1.6,-3.3
COc1ccc(-c2nc(-n3c(C)c(C(C)=O)c(C(C)=O)c3C)sc2C)cc1OC,-2,-4,-0.6,24,9,8,·,0.8,0.6
Cc1cc(NC(=O)CCC(=O)N(C2CC2)C2(C(=O)NC3CCCC3)CCC(C)CC2)no1 (stereo not given),-2,3,0.6,19,10,-4,·,-4.2,0.1
C=CCn1c(CCC(=O)O)ccc1-c1ccccc1,0,1,-0.4,13,-13,-7,-1.3,0.6,-0.8
CCOc1ccc(NC(=O)CSc2nnc(CNC(=O)c3ccco3)o2)cc1,-1,1,0.0,-2,3,-7,0.6,-3.4,-0.7
COc1ccc(C(=O)NCc2cn3ccsc3n2)cc1OC,-1,1,0.2,2,2,-5,0.8,-0.6,-0.1
CC(C)c1ccc(C(C(=O)NC2CCCC2)N(C(=O)c2csnn2)C2CC2)cc1 (stereo not given),10,16,-0.4,16,7,13,3.0,-0.3,0.5
Cc1cccc(C)c1-c1ccc(CN2C(CC(C)C)C(=O)N(Cc3cn(CCO)nn3)CCS2(=O)=O)cc1 (stereo not given),0,3,-0.2,28,7,5,0.5,-6.4,18
Cc1nn(CC(=O)NNC(=O)c2ccccc2F)c([N+](=O)[O-])c1Br,-5,0,-0.1,-4,-11,0,3.1,0.8,·
N=C1C(c2nc3ccccc3s2)=C(O)CN1NC(=O)c1ccccc1[N+](=O)[O-],0,1,0.1,9,1,2,0.3,-0.9,0.7
CC1(C)CC(=O)c2cnc(N)nc2C1,-2,-5,-0.6,2,-1,-1,·,0.2,0.0
O=C1C2C3C=CC(C3)C2C(=O)N1/N=C/c1ccc(-c2ccccc2[N+](=O)[O-])o1 (stereo not given),-9,-5,0.6,5,-6,-6,·,-2.0,0.1
Cn1c(=O)c2cc(NC(=O)NCc3ccc(Cl)cc3Cl)ccc2n1Cc1ccccc1,-2,-4,0.2,43,-36,-3,0.2,-0.4,·
O=C(Cc1ccc(NC(=O)C2CCN(C(=O)C3CCCCC3)CC2)cc1)Nc1ccc(C(=O)N2CCOCC2)cc1,6,2,1.1,20,-2,1,-1.0,-3.0,0.1
COc1cccc(N/C=C/c2onc(C)c2[N+](=O)[O-])c1,-3,1,1.0,-6,6,-2,·,0.6,0.4
O=C(NCC1COc2ccccc2O1)C1CCCN(S(=O)(=O)c2cccc3nsnc23)C1 (stereo not given),3,10,1.3,23,-7,-11,·,-2.7,0.9
COc1ccc(OC)c(/C=C2\S/C(=N/NC(=O)c3ccc4ccccc4c3)NC2=O)c1,0,-10,-0.4,3,6,5,1.0,0.7,-0.5
COc1ccc(C(=O)Oc2cc(/C=N/NS(=O)(=O)c3ccc(C)cc3)ccc2OC)cc1,0,-3,0.0,22,2,1,·,0.0,-1.2
Cc1cccc(C)c1-n1nnnc1C(c1ccccc1)N1CCC2(CC1)C(=O)NCN2c1ccccc1 (stereo not given),-13,8,-0.4,·,12,6,2.0,-0.6,·
CCCC[N+](CC#CCO)(CC#Cc1ccccc1)CCCC,-4,?,?,-1,5,-4,0.6,-6.2,-0.2
Cc1c(CNC(=O)C2CCC(=O)N(CCc3ccccc3)C2)cnn1C (stereo not given),-2,0,-0.6,-1,15,0,1.2,-1.8,-1.9
Cc1[nH]c2ccccc2c1/C=N/NC(=S)NCc1ccccc1,8,-25,14,-6,18,-1,-1.9,-1.4,12
CCCc1cc(C(=O)Nc2ccccc2SC)no1,-4,-10,-0.2,13,2,7,2.2,-0.2,-0.2
COc1cc(C(c2nnnn2C(C)(C)C)N2CCN(C)CC2)cc(OC)c1OC (stereo not given),2,-29,-1.3,-5,-1,8,·,-1.1,-1.0
Cc1cccc(C(=O)N2CCC(=O)N([C@H](COCc3cccc(C(F)(F)F)c3)Cc3ccccc3)CC2)c1,-5,-3,0.4,·,23,8,0.5,·,·
CC(C)OC(=O)CCC(=O)Nc1ccc(F)cc1,0,3,0.3,-2,-2,3,-0.4,-1.0,-1.9
O=S(=O)(c1ccc(Br)s1)N1CCC(Cc2ccccc2)CC1,-2,0,1.0,20,1,2,·,-2.8,1.7
CC(C)[C@H](NC(=O)c1ccccc1)C(=O)OCc1nnc(-c2ccccc2)o1,-2,-1,-1.2,6,22,-3,1.3,-1.9,12
Cc1cccc(NC(=O)Nc2ccc3c(c2)N(C)C(=O)CS3)n1,-2,-13,-0.9,5,0,0,0.1,-2.0,-1.1
CC1(C)CC(=O)c2c(nn(-c3ccccc3)c2N)C1,0,0,-1.4,12,-2,5,·,2.0,0.2
CCOC(=O)c1ccccc1NC(=O)C1=COCCO1,-2,?,7.9,0,-4,-5,2.7,-3.8,0.9
CS(=O)(=O)N1CCN(C(=O)c2cc(-c3cccnc3)nc3ccc(Cl)cc23)CC1,1,9,3.2,-4,-5,-4,0.6,0.1,0.6
COc1cc2ccc(=O)oc2c(O[C@@H]2O[C@H](CO)[C@@H](O)[C@H](O)[C@H]2O)c1O,-9&-21,5&-24,-0.2&0.0,1&5,-224,-7&-7,-7.0&-0.2,-4.5&0.1,-1.2&0.5
Cc1nnc(Nc2ccc(Cl)c(C(F)(F)F)c2)[nH]c1=O,-1,1,0.2,3,10,-6,0.3,-0.3,0.1
CCCC1=NN2C(=N)/C(=C\c3cc(C)n(Cc4ccccc4)c3C)C(=O)N=C2S1,?,?,?,8,15,0,-1.0,-0.7,0.8
O=c1ccccn1Cc1c(Cl)cccc1Cl,-1,4,?,6,·,·,0.3,-0.6,-0.8
CC1COc2ccccc2N1C(=O)c1ccccc1Cl (stereo not given),1,-3,2.2,3,1,-2,-1.3,-1.6,·
N#Cc1cnc(Sc2ccccc2)nc1,-2,-3,-0.1,3,4,0,0.6,-3.1,1.2
COCCN(C(=O)Cc1ccc(OC)c(OC)c1)c1nc(-c2cc(OC)ccc2OC)cs1,8,13,1.4,3,5,-2,-0.3,-0.8,-0.9
COc1ccc2c(COC(=O)CNS(=O)(=O)c3ccccc3)cc(=O)oc2c1,-3,-7,0.6,8,-57,8,-0.4,-4.9,0.1
O=C(O)/C=C\C(=O)Nc1ccccc1C(=O)N1CCC(O)(c2ccc(Cl)cc2)CC1,9,-6,-2.3,4,1,7,0.0,-1.7,0.1
CC(NC(=O)Cn1cnnn1)C12CC3CC(CC(C3)C1)C2 (stereo not given),-1,5,0.0,-7,6,5,·,0.6,0.8
CCN(C(=O)COC(=O)c1c(C)nn(-c2ccccc2)c1C)C1CCS(=O)(=O)C1 (stereo not given),-2,-7,-1.8,-10,3,3,-2.2,-3.0,0.3
Cc1cccc(C)c1-n1c(C)cc(/C=C2\NC(=O)NC2=O)c1C,7,10,4.2,4,9,-3,·,1.3,0.6
CCCc1ccc2oc(C(=O)NCCc3cnn(C)c3)c(C)c2c1,-3,4,-1.3,34,3,8,0.8,-1.0,3.3
O=C(NC1CCC1)C1CCC(=O)N(Cc2ccc(Cl)cc2)C1 (stereo not given),0,0,0.0,2,-6,1,0.3,-1.4,·
COc1ccc(C(=O)NNC(=O)CN(C)S(=O)(=O)c2ccc(Cl)cc2)c(OC)c1OC,?,-10,2.8,-1,16,2,1.0,-2.1,-0.7
CCOC(=O)CNS(=O)(=O)c1ccc(S(=O)(=O)N2CCCC2)cc1,-3,-4,0.1,7,-2,3,0.9,-3.3,-1.4
CCCCCCNC(=O)Nc1ccccc1,1,6,0.1,2,-2,0,·,-1.9,-0.4
Cn1c2ccccc2c2cc(/C=C(\NC(=O)c3ccccc3)C(=O)O)ccc21,-4,-1,-1.5,-6,30*,3,-2.5,-1.2,1.6
O=C(c1cc([N+](=O)[O-])ccc1N1CCCCC1)N1CCc2ccccc21,1,-2,4.2,26,-3,3,-0.1,-12,0.0
O=C1/C(=C\c2cccc(O)c2O)SC(=S)N1Cc1ccccc1,-6,-19,3.1,-31,10,-11,1.2,0.7,-0.3
COc1ccc(C(=O)Nc2ncccc2C)cc1S(=O)(=O)N1CCCc2ccccc21,-9,12,0.5,13,-5,-4,0.9,-1.8,-2.0
CC1(C)Cc2nc3[nH]c(=S)[nH]c(=O)c3cc2CO1,-4,6,0.5,0,10,-2,0.8,-1.8,11
COCCNC(=O)C(c1ccc(F)cc1)N(Cc1ccccc1)C(=O)CCC(=O)Nc1ccccn1 (stereo not given),-16,-10,-3.5,15,-8,1,-0.7,0.4,-0.1
COc1ccc(NCC(=O)N/N=C/C(C)c2ccccc2)cc1 (stereo not given),1,-5,1.1,0,-6,-3,-2.6,0.1,-1.0
COc1cc(NC(=O)CNC(=O)Cn2cnc3sc(C)c(C)c3c2=O)cc(OC)c1OC,-7,-13,0.1,5,-16,5,0.8,1.3,·

# Ordered by heavy-atom count (highest first): six of the compounds above.
SMILES,Anthrax LF prot,BoNT-F LC inh,BoNT A protease,Y pestis TopoI,CCHFV vOTU inh,PrPC surface inh,TcdB inh,FadD28 binding,PfHsp40 rescue
COc1ccc(C(=O)Nc2ncccc2C)cc1S(=O)(=O)N1CCCc2ccccc21,-9,12,0.5,13,-5,-4,0.9,-1.8,-2.0
O=C(O)/C=C\C(=O)Nc1ccccc1C(=O)N1CCC(O)(c2ccc(Cl)cc2)CC1,9,-6,-2.3,4,1,7,0.0,-1.7,0.1
Cn1c2ccccc2c2cc(/C=C(\NC(=O)c3ccccc3)C(=O)O)ccc21,-4,-1,-1.5,-6,30*,3,-2.5,-1.2,1.6
Cc1cccc(C)c1-n1c(C)cc(/C=C2\NC(=O)NC2=O)c1C,7,10,4.2,4,9,-3,·,1.3,0.6
CC(NC(=O)Cn1cnnn1)C12CC3CC(CC(C3)C1)C2 (stereo not given),-1,5,0.0,-7,6,5,·,0.6,0.8
CCCCCCNC(=O)Nc1ccccc1,1,6,0.1,2,-2,0,·,-1.9,-0.4

# Additional records
SMILES,Anthrax LF prot,BoNT-F LC inh,BoNT A protease,Y pestis TopoI,CCHFV vOTU inh,PrPC surface inh,TcdB inh,FadD28 binding,PfHsp40 rescue
O=C(COC(=O)C1CC(=O)N(Cc2ccco2)C1)Nc1nc(-c2ccc(F)cc2)cs1 (stereo not given),-8,-4,-0.1,-9,3,-5,1.0,-1.0,-0.1
CCOc1ccccc1OCCCC(=O)NC1=NCCS1,-4,-23,-0.3,2,1,1,·,-2.1,-0.8
CCCc1nc2ccccc2c(C(=O)N(CC)CC(=O)NCc2cccs2)c1CC,-2,4,0.1,11,10,1,1.5,-4.4,0.6
CCc1cccc(NC(=O)c2ccc(Cn3c(=O)[nH]c4ccsc4c3=O)cc2)c1,-4,10,-0.2,35,-7,1,0.6,-0.8,-1.5
COc1cccc(-c2nc(CS(=O)CC(=O)NCCCOC(C)C)c(C)o2)c1 (stereo not given),-1,5,2.4,7,-6,3,·,0.5,0.2
C[C@@H]1CC=C[C@@H]2[C@H]1C(=O)N(Cc1ccccc1)[C@H]2c1cccc(Br)c1,-7,-2,-0.5,29,11,-1,-2.4,-0.7,1.5
C[C@]12CC[C@H](O)CC1=CC(=O)C1C2CC[C@]2(C)C(=O)[C@H](O)CC12 (stereo not given in full),-4,-4,-0.8,-2,6,-1,0.7,-3.0,-1.2
CCOC1=C2[C@H]([C@H]3C(=O)N(c4ccccc4)C(=O)[C@H]3C1)[C@@H](c1ccccc1)N(S(=O)(=O)c1ccc(C)cc1)[C@H]2c1ccccc1,4,3,0.2,·,-5,3,1.2,-0.1,·
O=C1CCCN1C(=O)CSc1ccc2ccccc2n1,-6,-4,-0.3,-1,6,41*,-0.3,-3.2,-0.4
COCCn1c(=NC(=O)CSCC(=O)N2CCOCC2)sc2ccccc21,0,5,2.1,8,-1,2,0.2,-2.2,-1.1
